Screening results as filed in PubChem.
HT1080 cytotoxicity = cytotoxicity in HT1080 fibrosarcoma cells, cell-based, fluorescence readout (AID 620); HT1080 viability, fluorescence; higher % means a stronger effect; cytotoxicity, % at 10 µM, or EC50 in µM where a hit was titrated; actives 0.42% (n = 87,000); in the data active = cytotoxicity above about 50%;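 also: cells exposed to compound overnight then 4 h with Alamar Blue; 0% = vehicle DMSO and 100% = killing control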
* = called active by the depositor. Some of the compounds tested; the hit share may differ from the screen's.

SMILES	HT1080 cytotoxicity
C[C@@H](C(=O)NCc1nc2ccccc2[nH]1)[C@@H]1C[C@@]1(C)[C@@H](NC(=O)OCc1ccccc1)c1ccccc1	13%
COc1ccc(-c2cc(=O)oc3cc(OC(C)C(=O)O)ccc23)cc1 (stereo not drawn)	-10%
CCOc1ccc(C(Nc2ccc(C)cc2)P2(=O)OCCCO2)cc1 (stereo not drawn)	8%
O=C(NC1C(=O)NNC1c1ccccc1)c1ccc(F)cc1 (stereo not drawn)	3%
O=C1C2C3C=CC(C3)C2C(=O)N1c1ccc2ccccc2n1 (stereo not drawn)	2%
CCC(C(=O)O/N=C(\N)c1ccc(C)cc1)c1ccccc1 (stereo not drawn)	0%
COC(=O)c1ccc2c(=O)n(CCN3CCOCC3)c(SCC(=O)C(C)(C)C)nc2c1	-13%
CCC1Sc2ccccc2N(CC(=O)NCCC2=CCCCC2)C1=O (stereo not drawn)	-2%
COc1ccc(-c2c3c(nc4sc(C(=O)Nc5ccccc5)c(N)c24)CCC3)cc1	2%
O=C(COC(=O)c1cccnc1Cl)c1ccc(Cl)cc1Cl	5%

5 neighbouring compounds from above, quoted:
SMILES	HT1080 cytotoxicity
CCOc1ccc(C(Nc2ccc(C)cc2)P2(=O)OCCCO2)cc1 (stereo not drawn)	8%
O=C(NC1C(=O)NNC1c1ccccc1)c1ccc(F)cc1 (stereo not drawn)	3%
O=C1C2C3C=CC(C3)C2C(=O)N1c1ccc2ccccc2n1 (stereo not drawn)	2%
CCC(C(=O)O/N=C(\N)c1ccc(C)cc1)c1ccccc1 (stereo not drawn)	0%
COC(=O)c1ccc2c(=O)n(CCN3CCOCC3)c(SCC(=O)C(C)(C)C)nc2c1	-13%

Other compounds follow.
SMILES	HT1080 cytotoxicity
CC(C)(C)n1nnnc1CN1CCSCC1	10%
CCCCC(C(=O)NC(=O)NCc1ccccc1)N1C(=O)c2ccccc2C1=O (stereo not drawn)	-5%
Cn1c(=O)c2c(n3cnnc13)-c1ccccc1CC21CCCC1	3%
Cc1cc(C(=O)Nc2cccnc2Cl)on1	12%
C/C(=N/O)c1cc(C(C)(C)C)c(O)c(C(C)(C)C)c1	-9%
Cc1cccc(NC(=S)NCC2CCCO2)c1 (stereo not drawn)	4%
COc1cc2c(C#N)c(N3CCN(C)CC3)nc(N)c2c(N)n1	34%
N#Cc1cccc(C(c2nnnn2C2CCCC2)N2CCCCCC2)c1 (stereo not drawn)	-24%
O=C(C1CCN(S(=O)(=O)N2CCCC2)CC1)N1CCCCC1	0%
N#CCCn1cc(/C=N/O)c(-c2ccc(Cl)cc2)n1	-6%
Cc1ccc2cc(C(c3nnnn3Cc3ccccc3)N3CCc4ccccc43)c(=O)[nH]c2c1C (stereo not drawn)	9%
CCn1c(=N)n(CC(=O)C(C)(C)C)c2ccccc21	-6%
COc1cc(/C=N/NC(=O)CCc2c(C)n[nH]c2C)ccc1O	-8%
CCC(C)(C)n1nnnc1C(c1cccnc1)N1CCN(c2cccc(C(F)(F)F)c2)CC1 (stereo not drawn)	-12%
O=C(NCc1ccc2c(c1)OCO2)C1CC(c2ccc(Cl)cc2)=NO1 (stereo not drawn)	-2%
CC1=CC(C)C2(CO)COC(c3ccccc3O)C1C2C (stereo not drawn)	-11%
CCCOc1c(Br)cc(/C=N/O)cc1OC	-9%
CCCCn1c(N)c(-c2nc3ccccc3s2)c2c([N+](=O)[O-])nn(CC)c(=O)c21	-4%
Cc1ccc(-c2noc(CSc3nnc(-c4cccs4)n3C)n2)cc1	9%
Cc1ccccc1C(=O)NC1CCN(C(=O)N2CCOCC2)CC1	0%

Compounds shown so far containing fluorine (2):
SMILES	HT1080 cytotoxicity
O=C(NC1C(=O)NNC1c1ccccc1)c1ccc(F)cc1 (stereo not drawn)	3%
CCC(C)(C)n1nnnc1C(c1cccnc1)N1CCN(c2cccc(C(F)(F)F)c2)CC1 (stereo not drawn)	-12%

Additional records follow.
SMILES	HT1080 cytotoxicity
CCN(/C=N/c1sc2c(c1C#N)CCCCC2)CC	-28%
CC(C)c1cc(C(=O)O)n[nH]1	14%
Cc1ccc(C(=O)Nc2cccc(C(=O)N3CCN(C)CC3)c2)cc1	-1%
Cc1cc(C(=O)N[C@@H](c2ccccc2)[C@]2(C)C[C@H]2[C@@H](C)C(=O)Nc2ccc3ccccc3c2)no1	-12%
CCOC(=O)Cn1nnnc1CN(CCc1ccccc1)Cc1cc2cc(CC)ccc2[nH]c1=O	-5%
CCC(=O)Nc1ccc(Oc2ccc3c(c2)C(=O)N(c2ccc(O)cc2)C3=O)cc1	-7%
CN(C)S(=O)(=O)N1CCN(C(=O)N2CCOCC2)CC1	16%
Cc1c(NC(=O)c2cc3nc(-c4ccc(Br)cc4)cc(C(F)(F)F)n3n2)c(=O)n(-c2ccccc2)n1C	-2%
CC(C)C(=O)Nc1ccc(C(=O)c2ccccc2)cc1	12%
CCOC(=O)/C(C#N)=C\c1cc(C)n(-c2ccccc2)c1C	-10%
CCOn1c(=O)c(-c2cccs2)[n+]([O-])c2ccccc21	-25%
O=c1c2ccccc2nc(-c2ccc(Cl)c(Cl)c2)n1O	12%
Cc1c(NC(=O)CSc2n[nH]c(-c3ccccc3)n2)c(=O)n(-c2ccccc2)n1C	2%
O=C(O)CCCN=C1NC2(CCCC2)Cc2ccccc21	1%
Cc1cc(C)cc(OCC(=O)Nc2cccc(C(=O)O)c2)c1	-7%
COc1ccc(S(=O)(=O)N(CC(=O)Nc2cccnc2)c2ccccc2OC)cc1	17%
O=c1ccc(-c2ccccc2)n[nH]1	17%
CCOc1ccc(-c2nc(-c3cccnc3)no2)cc1OCC	-41%
Cc1ccc(-c2noc(C3CCCN(S(=O)(=O)c4ccc(S(=O)(=O)N(C)C)cc4)C3)n2)o1 (stereo not drawn)	-8%
O=C1C=C(c2ccccc2)OC(=O)C1C(=O)c1ccccc1 (stereo not drawn)	4%
Cc1nc(SCC(=O)Nc2c(C)n(C)n(-c3ccccc3)c2=O)nc(C)c1C	-15%
O=C(NCc1ccccc1)N1CCN(c2ccc(F)cc2)CC1	-3%
COc1ccc(-c2nn(CC(=O)N3CCCCC3)c(=O)c3ccccc23)cc1	-13%
Cn1ncc(C#N)c1NC(=O)c1cc(-c2ccccc2Cl)on1	-14%
CN(c1ccc(C(=O)Nc2ccc3c(c2)OCCO3)cc1)S(C)(=O)=O	-8%
CCN(CC)CCC(=O)Nc1ccc2c(c1)N(C(=O)CN(CC)CC)c1ccccc1CC2	-6%
N=c1c(-c2nc3ccccc3[nH]2)cc(C(=O)c2cccs2)nn1-c1ccccc1	-2%
CC(C)NS(=O)(=O)c1ccc(OCC(=O)NCC2CCCO2)c(Cl)c1 (stereo not drawn)	-17%
CC(C)=C1C(=O)C(c2ccccc2)=C2CN3C(=O)N(CCc4ccccc4)C(=O)[C@]3(Cc3ccccc3)[C@H]21	-22%
Cc1ccc(S(=O)(=O)CCc2nnc(N)s2)cc1	17%
CCN(/C=N/c1sc2c(c1C#N)CC(C)(C)NC2(C)C)CC	8%
COc1cc(OC)cc(C(=O)NC2CCN(CC(=O)Nc3cccc4ccccc34)CC2)c1	-4%
Cc1ccc(NC(=O)CSc2nc3ccccc3c3nc(CCc4c(C)n[nH]c4C)nn23)cc1F	-2%
O=C(Nc1cccc2nsnc12)c1ccc2c(c1)OCO2	-12%
CCOC(=O)C1=NN(c2ccccc2C)C2=NC(C)=C(C(=O)OC)C(c3cccs3)N12 (stereo not drawn)	4%
Cc1ccccc1C(=O)NCCc1nnc(SCC(=O)Nc2nc(-c3ccccc3)cs2)n1C	-3%
CCC(C)NC(=O)c1cc(Cl)ccc1OC (stereo not drawn)	-8%
Oc1ccc(-c2onc3ccc(Cl)cc23)cc1	-4%
COC(C(=O)Nc1ccc(F)cc1)c1ccccc1 (stereo not drawn)	-9%
CCCCN(CC)C(=O)Cc1cn(C)c2ccccc12	-2%
CCn1c(SCC(=O)Nc2ccc(C)cc2)nnc1-c1ccc(O)cc1	-6%
COc1cc(/C=C(\C#N)c2[nH]nc(N)c2C#N)cc(OC)c1O	1%
CCCC(=O)Nc1ccc(C(=O)NCC2CCCO2)cc1 (stereo not drawn)	-19%
CC(C)C(=O)Nc1ncc(C(F)(F)F)cc1Cl	6%
CCOc1ccc2c(c1)C(c1ccc(C)cc1)=NNC(c1ccc(C)cc1)=N2	7%
Cc1ccc(NC(=O)NC2C(NC(=O)Nc3ccc(C)cc3)N(C)C(=O)N2C)cc1 (stereo not drawn)	10%
CCOc1ccccc1C(=O)N(Cc1ccccc1)Cc1cc2cc3c(cc2[nH]c1=O)OCCO3	-12%
CC(C)CC(NS(=O)(=O)c1ccccc1)C(=O)O (stereo not drawn)	-14%
O=C(Nc1ccccc1)c1c(F)cccc1F	17%
Cc1[nH]c2c(ccc3ccccc32)c1C1C(CCN)C1(C)C (stereo not drawn)	17%
Carrying on:
SMILES	HT1080 cytotoxicity
NCC#CC(CCc1ccccc1)OCc1ccccc1 (stereo not drawn)	-23%
C1CCc2c(nc3nnnn3c2NC2CCCC2)C1	-8%
CC(C)(C)NC(=O)c1cnn(-c2ccccc2)c1NC(=O)c1ccccc1	0%
CCn1c(SCc2nc(-c3ccccc3)no2)nnc1-c1ccco1	9%
CCOc1cc(N2CCOCC2)c(OCC)cc1NC(=O)COC(=O)[C@H](Cc1c[nH]c2ccccc12)NC(C)=O	7%
O=S(=O)(c1ccc(F)cc1)N1CCN(c2nc(-c3ccc(F)cc3)cs2)CC1	-4%
COc1cc(S(=O)(=O)N2CCCCC2)ccc1NC(=O)/C=C/c1ccccc1	-3%
CCCc1nc2ccccc2[nH]1	-8%
COC(=O)[C@@]1(Cc2ccc(F)cc2)[C@H]2c3cc(C(=O)N4CCCC4)n(Cc4ccc(C)o4)c3C[C@H]2CN1C(=O)c1ccccc1	7%
O=C(CSc1ncn[nH]1)N1N=C2/C(=C/c3ccco3)CCCC2C1c1ccco1 (stereo not drawn)	4%
CCOc1cc2[nH]c(=S)n(CCC(=O)N3CCc4ccccc4C3)c(=O)c2cc1OCC	2%
Cc1cc(S(=O)(=O)N(Cc2ccc(C(C)C)cc2)CC2CCCO2)ccc1-n1cnnn1 (stereo not drawn)	0%
COCCOc1cc(Nc2nnc(C(F)(F)F)s2)c(Cl)cc1Cl	3%
CCN(CC)S(=O)(=O)c1ccc2c3c(cccc13)C(=O)S2	0%
CC1CCN(C(=S)NC(=O)c2ccccc2)CC1	-7%
CC(=O)Nc1ccc2c(c1)ncn2C	16%
CCOC(=O)Nc1oc2ccccc2c(=O)c1C	13%
CC1CCN(c2nc3ccccc3nc2N2CCC(C)CC2)CC1	10%
CCOC(=O)C1=C(COc2ccccc2)NC(=O)NC1c1ccc(Br)cc1 (stereo not drawn)	6%
Cc1ccccc1NC(=O)CSc1nnc(-c2ccccc2)n1-c1ccccc1	-6%
Cc1ccc(CNC(=O)CCCC(=O)O)cc1	6%
NC(=O)CSc1nc(-c2ccccc2)c(-c2ccccc2)o1	-3%
COc1ccc2cc(-c3nc4ccccc4n3C)c(=O)oc2c1	-2%
COC(=O)c1cccc(C23CC4(C2)[C@H](CN(Cc2ccc(-c5ccccc5)cc2)[C@@H]4c2ccccc2)C3c2ccccc2)c1 (stereo partly drawn)	4%
O=C(C(c1ccccc1)c1ccccc1)N1CCC(c2nc(-c3ccccc3Cl)no2)CC1	5%
CCn1cnc2c1c(=O)n(CC(=O)Nc1ccc3c(c1)OC(F)(F)O3)c(=O)n2Cc1ccccc1	1%
CCCCN(C)/C=N/c1c(C#N)cnn1-c1ccc(C)cc1	-4%
CCOC(=O)Cc1cc(=O)[nH]c(/N=C(\N)Nc2ccc(C)cc2C)n1	10%
COc1ccc(-c2nnn(CC(=O)NCc3ccccc3)n2)cc1OC	10%
O=C1CC(c2ccco2)CC(O)=C1C=Nc1ccc(Br)cc1 (stereo not drawn)	1%

Of the compounds above, six contain two or more sulfur atoms:
SMILES	HT1080 cytotoxicity
Cc1ccc(-c2noc(CSc3nnc(-c4cccs4)n3C)n2)cc1	9%
Cc1ccc(-c2noc(C3CCCN(S(=O)(=O)c4ccc(S(=O)(=O)N(C)C)cc4)C3)n2)o1 (stereo not drawn)	-8%
Cc1ccc(S(=O)(=O)CCc2nnc(N)s2)cc1	17%
Cc1ccccc1C(=O)NCCc1nnc(SCC(=O)Nc2nc(-c3ccccc3)cs2)n1C	-3%
O=S(=O)(c1ccc(F)cc1)N1CCN(c2nc(-c3ccc(F)cc3)cs2)CC1	-4%
CCN(CC)S(=O)(=O)c1ccc2c3c(cccc13)C(=O)S2	0%

Going on with the list.
SMILES	HT1080 cytotoxicity
CCCc1nnc(NC(=O)CCC(=O)NCc2ccccc2OC)s1	-9%
COc1ccc(N(C(=O)c2ccc(Cl)cc2)C2=CC3CCC(C2)N3C)cc1 (stereo not drawn)	27%
CCCC(=O)Nc1ccc(S(=O)(=O)N2CCOCC2)cc1	-11%
O=C(NCc1ccccn1)C1CC(c2ccc(Cl)c(Cl)c2)=NO1 (stereo not drawn)	-9%
COc1ccc(C)cc1NC(=O)CN1C(=O)c2cccc3cccc1c23	-10%
Cc1cccc(NC(=O)c2sc3nc4c(c(-c5cccs5)c3c2N)CN(C)CC4)c1	-23%
CC1=C(C(=O)OCC2CCCO2)C(c2cccc(C(F)(F)F)c2)C2=C(CC(c3ccco3)CC2=O)N1 (stereo not drawn)	-6%
CC(C)(C)NC(=O)Cn1c(SCC(=O)Nc2nccs2)nc2ccccc21	-6%
COc1ccc(Cc2ccc(OC)c(N)c2)cc1N	-20%
Cc1ccc(NC(=O)c2ccc(-c3nn(C)c(=O)c4ccccc34)cc2)c(C)c1	-16%
